Assay outcomes: PubChem BioAssay, Broad Institute
FN deposition inh: fibronectin deposition inhibition. AID 743247. inhibition, % at 12.6 µM. 0.086% of 350,000 active. AH1F fibroblasts, Alexa488-fibronectin deposition fluorescence, overnight;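 active = mean inhibition across replicates of 30% or more, regardless of how many single replicates reach that level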;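 note: positive control wells lacked labelled fibronectin entirely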
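Assay system: AH1F fibroblast monolayer, labelled fibronectin deposition. Amount: 10000 cells per well. Also added: labelled fibronectin 24 nM. Compound: single-point pinned compound. Incubation: cell attachment 1 h, compound and FN exposure overnight. Detection: fluorescence after three HBSS washes, excitation 485 nm, emission 525 nm. Read-out: inhibition of fibronectin deposition signal.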
EWS-Fli block: inhibitors of EWS/Fli oncoprotein transcriptional activity. inhibition, % at 12.6 µM. AID 651661. 0.67% of 350,000 active. A673 NR0B1-luciferase reporter, viability-normalised;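 active = mean inhibition of at least 50% after viability correction, with every replicate also passing that limit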;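 note: firefly luciferase signal divided by Alamar Blue viability fluorescence both relative to DMSO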
PAX8 inh HTS: PAX8 transcriptional activity inhibition; RMG-I TPO-luciferase reporter, SteadyGlo, 24 h; inhibition, % at 12.6 µM; 1.2% of 360,000 active; AID 652154;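 active = mean replicate inhibition at least 60% with every replicate also reaching 60%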;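 note: luciferase light reporting Pax8 driven TPO promoter activity; plate controls were median of neutral control wells for no effect and mitoxantrone controls for full effect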
CASP6 VEID inh: caspase-6 (human) enzyme inhibition | purified caspase-6, Z-VEID-R110 cleavage fluorescence | inhibition, % at 12.5 µM | 0.53% of 350,000 active | AID 686996;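 active = mean inhibition across replicates at least about 35%, with every replicate also reaching that limit, limit read from the data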;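 note: 0% = median of neutral control wells and 100% = no fluorescence left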
Target sequence (P55212 24-179 limits assumed): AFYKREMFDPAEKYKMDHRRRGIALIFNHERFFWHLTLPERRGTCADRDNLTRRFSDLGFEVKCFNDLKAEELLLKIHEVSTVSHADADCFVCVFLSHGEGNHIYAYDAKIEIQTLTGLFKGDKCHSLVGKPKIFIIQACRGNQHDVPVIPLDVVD
Target sequence (P55212 194-293 limits assumed): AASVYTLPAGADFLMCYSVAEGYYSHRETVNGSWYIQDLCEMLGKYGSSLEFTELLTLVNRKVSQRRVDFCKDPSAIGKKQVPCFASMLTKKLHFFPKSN
Cneo AK release: causes C. neoformans cell lysis | adenylate kinase release luminescence, 4 h; normalised: neutral wells 0, clomiphene wells 100 | lysis activity, % at 15 µM | 0.2% of 360,000 active;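 active = mean lysis activity across replicates of at least 80%, whatever share of replicates individually reach that level; inactive = mean lysis activity below 80%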
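Signal: Adenylate kinase release luminescence | Assay system: Log-phase Cryptococcus neoformans yeast cells | Input: Cells at 5 × 10^6 per mL | Buffer or medium: Fresh YPD growth medium | Compound: Single dose | Schedule: Static 4 h at 37 °C with compound, 1 h detection | Controls: Clomiphene | Read-out: Luminescence rise reflecting yeast cell lysis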
PGC1a acetyl inh: lowers PGC1a acetylation signal in U2OS cells; AlphaScreen anti-acetyl-lysine; with virally co-expressed GCN5 acetyltransferase; inhibition, % at 15.6 µM; 0.17% of 350,000 active; AID 651687;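 active = every replicate shows inhibition of at least 40%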;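 note: 0% = neutral control wells and 100% = positive control wells; some results beyond the cut were filed as inactive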
LGR2 antag: Drosophila LGR2 receptor signaling inhibition. HEK293 LGR2, CRE-luciferase, bursicon-stimulated, 4 h. inhibition, % at 9.99 µM. 0.35% of 380,000 active. AID 720647;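 active = drop in luminescence signal, shown as inhibition above about 50% in the replicate tests, limit read from the data, passing the limit was not always enough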;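 note: agonist challenge used bursicon conditioned medium at about half maximal strength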
miR-122 sensor: miR-122 inhibition in Huh7 cells; Huh7 miR-122 Renilla luciferase sensor, 48 h; neutral wells = 0, positive control = 100; activation (reporter increase), % at 12.5 µM; 0.3% of 340,000 active;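 active = mean replicate activation score at least 90 and every replicate individually at or above 90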;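 note: higher luciferase means less miR-122 activity so hits act as miR-122 inhibitors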
* hit, by the source's call; nt = not tested or not shown; & = joins results of further samples; [ ] = dose if it differs, or a comment.

No. | mol | FN deposition inh | EWS-Fli block | PAX8 inh HTS | CASP6 VEID inh | Cneo AK release | PGC1a acetyl inh | LGR2 antag | miR-122 sensor
1 | CC(C)Sc1nc2c(c(=O)n(C)c(=O)n2C)n1C | nt | 3 | nt | 2 | 1 | -5 | -8 | -2
2 | CCCNC(=O)Nc1ccc2c(c1)C(=O)N(C)[C@H]1CC[C@H](CC(=O)Nc3cc(F)ccc3F)O[C@@H]1CO2 | 0 | 6 | 11 | -3 | 51 | -15 | -6 | 14[16.7 µM]
3 | CN1CCN(C(=O)c2ccc(-c3cc4nc(NCc5cccnc5)n(C)c(=O)c4s3)cc2)CC1 | 12 | 6 | 14 | -1 | -5 | 3 | -5 | 4
4 | CCOc1cc(NCc2ccccc2)c2ncn(C(C)C)c2c1 | -7 | 2 | 77* | 2 | -2 | -10 | -6 | 10
5 | Cc1ccc(C)c(NS(=O)(=O)c2ccc(-n3cccn3)cc2)c1 | -10 | 9 | 12 | 1 | 1 | -20 | 4 | 56
6 | O=C(COC(=O)c1cnccn1)Nc1cccc(F)c1 | 3 | 5 | -9 | -3 | 0 | nt | 5 | nt
7 | O=S(=O)(c1cc(Cl)ccc1Br)N1CCCCC1 | 5 | nt | nt | nt | 1 | -26 | 1 | 0
8 | CCOC(=O)Cc1nnc(Nc2cc(C)ccc2C)c2ccccc12 | 8 | -1 | 8 | 1 | -2 | -19 | -7 | -2
9 | COc1ccccc1-n1c([S-])c(C(=O)Nc2ccccc2C(F)(F)F)[n+]2ccc(C(=O)NCCO)cc12 | 10 | 6 | 30 | 5 | nt | -5 | 5 | nt
10 | CCCCc1c(C)nc2ccccc2c1SCCC(=O)O | -3 | 0 | -12 | 6 | 3 | 6 | 5 | -5
11 | O=C(c1cccc(S(=O)(=O)N2CCOCC2)c1)N1CCN(c2ccc(F)cc2)CC1 | nt | nt | nt | nt | 2 | -8 | -6 | 3
12 | CC(=O)c1cccc(N(C(=O)c2csnn2)C(C(=O)NC2CCCC2)c2ccccc2)c1 (configuration not stated) | 6 | -3 | -7 | 4 | 4 | nt | 8 | nt
13 | CC(C)(C)C(=O)OC/C(N)=N/OC(=O)c1ccc(Cl)cc1 | -1 | 4 | -11 | -1 | -3 | -4 | -55 | -4
14 | CCCOc1ccc(N2C(=O)C3C(C(C)C)NC4(C(=O)c5ccccc5C4=O)C3C2=O)cc1 (configuration not stated) | -1 | nt | 4 | nt | 1 | 0 | nt | -3
15 | O=C(CN1CCOCC1)Nc1ccccc1C(=O)O | -2 | nt | nt | 2 | -2 | 10 | 4 | -2
16 | O=C(Cc1ccccc1)Nc1cc(C(=O)c2ccccc2)ccc1N1CCOCC1 | 14 | nt | 23 | nt | -2 | -12 | nt | 36
17 | O=C(CCC(=O)Nc1ccccc1)NNC(=O)CCc1ccccc1 | 5 | 9 | -7 | -1 | -1 | -3 | -4 | 0
18 | CC(C)(OC(=O)NC(=O)C(F)(F)F)C(C)(C)OC(=O)NC(=O)C(F)(F)F | -18 | -1 | -22 | 1 | nt | nt | 2 | nt
19 | CCOC(=O)N1CCC(NC(=O)C2CCC(Cn3c(=O)[nH]c4ccccc4c3=O)CC2)CC1 (configuration not stated) | -1 | nt | nt | nt | -3 | -1 | nt | -9
20 | O=C(NCC(c1ccco1)N1CCN(c2ccccc2F)CC1)C1CCCCC1 (configuration not stated) | 0 | -1 | 6 | 2 | -1 | 0 | -4 | -2

Next section, overlapping the part above by six compounds.
No. | mol | FN deposition inh | EWS-Fli block | PAX8 inh HTS | CASP6 VEID inh | Cneo AK release | PGC1a acetyl inh | LGR2 antag | miR-122 sensor
15 | O=C(CN1CCOCC1)Nc1ccccc1C(=O)O | -2 | nt | nt | 2 | -2 | 10 | 4 | -2
16 | O=C(Cc1ccccc1)Nc1cc(C(=O)c2ccccc2)ccc1N1CCOCC1 | 14 | nt | 23 | nt | -2 | -12 | nt | 36
17 | O=C(CCC(=O)Nc1ccccc1)NNC(=O)CCc1ccccc1 | 5 | 9 | -7 | -1 | -1 | -3 | -4 | 0
18 | CC(C)(OC(=O)NC(=O)C(F)(F)F)C(C)(C)OC(=O)NC(=O)C(F)(F)F | -18 | -1 | -22 | 1 | nt | nt | 2 | nt
19 | CCOC(=O)N1CCC(NC(=O)C2CCC(Cn3c(=O)[nH]c4ccccc4c3=O)CC2)CC1 (configuration not stated) | -1 | nt | nt | nt | -3 | -1 | nt | -9
20 | O=C(NCC(c1ccco1)N1CCN(c2ccccc2F)CC1)C1CCCCC1 (configuration not stated) | 0 | -1 | 6 | 2 | -1 | 0 | -4 | -2
21 | Cc1ccc2c(c1)N(CC(=O)NCCCN1C(C)CCCC1C)C(=O)c1cccnc1O2 (configuration not stated) | 9 | -1 | -11 | -83 | 1 | 2 | 2 | -5
22 | CCCC#Cc1cnc2c(c1)C(=O)N([C@@H](C)CO)C[C@H](C)[C@@H](CN(C)C(=O)c1ccc(F)cc1)O2 | nt | 14 | nt | 0 | 45 | 7 | 8 | 8[16.7 µM]
23 | COc1ccc(C(=O)Nc2cccc(/C(C)=N/NC(=O)c3ccc([N+](=O)[O-])c(C)c3)c2)cc1OC | -2 | nt | -11 | nt | -1 | -1 | nt | -1
24 | CCCNC(=O)NC(C)C12CC3CC(CC(C3)C1)C2 (configuration not stated) | nt | 6 | nt | 0 | 0 | -4 | 1 | -4
25 | Cn1cc([N+](=O)[O-])c(C(=O)N/N=C/c2ccc([N+](=O)[O-])cc2)n1 | -1 | nt | -10 | nt | nt | -1 | 9 | -8
26 | C[C@@H]1CCCCO[C@H](CN(C)C(=O)c2ccccc2)[C@@H](C)CN([C@@H](C)CO)C(=O)c2cc(NS(=O)(=O)c3cccs3)ccc2O1 | -14 | 9 | 1 | 3 | -3 | nt | 11 | -3[16.7 µM]
27 | Cc1noc(C)c1S(=O)(=O)Nc1ccc2c(c1)C(=O)N([C@H](C)CO)C[C@@H](C)[C@H](CN(C)Cc1ccccc1)O2 | nt | -7 | -11 | 1 | 0 | nt | -18 | -6[16.7 µM]
28 | O=C(O)c1ccc2c(c1)nnn2C1CCCCC1 | 9 | nt | nt | nt | -1 | -6 | nt | -2
29 | C[C@H](CO)N1C[C@H](C)[C@@H](CN(C)C(=O)Nc2ccc(C(F)(F)F)cc2)Oc2ccc(NC(=O)NC3CCCCC3)cc2C1=O | -6 | 4&3 | -1&9 | -2&1 | -1&5 | -1 | 1&-8 | -4[16.7 µM]
30 | CCC(C(=O)Nc1c(C)cc(C)cc1C)N1CCCCCC1 (configuration not stated) | 6 | 11 | -15 | -2 | -1 | -2 | -9 | -1
31 | CCc1ccc(CCC(=O)N2CCN(S(=O)(=O)c3ccc(Br)cc3)CC2)cc1 | -1 | 7 | 38 | -3 | 16 | -9 | 15 | 1
32 | Cc1ccc(S(=O)(=O)Nc2ccc3c(c2)CC(=O)N([C@H](C)CO)C[C@H](C)[C@H](CN(C)Cc2ccc(C(=O)Nc4ccccc4N)cc2)O3)cc1 | nt | 45 | 18 | nt | 10 | -12 | -14 | 229*[16.7 µM]
33 | CCOC(=O)c1cccc(NC(=O)/C=C/c2cccc([N+](=O)[O-])c2)c1 | 3 | nt | nt | nt | 14 | 1 | -2 | 3
34 | CN(C)S(=O)(=O)c1cccc(NC(=O)COC(=O)CCC(=O)c2ccc(F)cc2)c1 | 4 | 6 | 11 | 0 | -2 | nt | -4 | nt
35 | Cc1cc(OC(=O)c2ccc(C(F)(F)F)cc2)c([N+](=O)[O-])c(=O)[nH]1 | -2 | 0 | -7 | 4 | 0 | 4 | 15 | -6
36 | COCC(=O)Nc1ccc2c(c1)C(=O)N(C)C[C@@H](OC)[C@H](C)CN(C(=O)CC1CC1)[C@@H](C)CO2 | 2 | -9 | nt | -4 | 54 | -13 | 12 | -9[16.7 µM]
37 | C[C@H]1CN([C@@H](C)CO)C(=O)c2cc(NC(=O)Cn3cnnn3)ccc2O[C@@H]1CN(C)C(=O)Nc1ccc(F)cc1 | 5 | 2 | 0 | -1 | 1 | 1 | -1 | -4[16.7 µM]
38 | COc1cccc(C(=O)OCC(=O)c2c(N)n(C)c(=O)n(C)c2=O)c1 | -6 | -3 | 1 | -1 | 0 | 1 | -6 | 0
39 | CNC(=O)C[C@@H]1CC[C@H]2[C@H](COc3ccc(NC(=O)c4ccccc4F)cc3C(=O)N2C)O1 | 6 | 1 | -13 | nt | 41 | 14 | 9 | -7[16.7 µM]
40 | CC1(C)CC(=O)c2cnn(-c3nc4ccccc4[nH]3)c2C1 | 5 | nt | nt | nt | 1 | 0 | nt | -2

Gathered by group, those above containing a nitro group on carbon (four)
No. | mol | FN deposition inh | EWS-Fli block | PAX8 inh HTS | CASP6 VEID inh | Cneo AK release | PGC1a acetyl inh | LGR2 antag | miR-122 sensor
23 | COc1ccc(C(=O)Nc2cccc(/C(C)=N/NC(=O)c3ccc([N+](=O)[O-])c(C)c3)c2)cc1OC | -2 | nt | -11 | nt | -1 | -1 | nt | -1
25 | Cn1cc([N+](=O)[O-])c(C(=O)N/N=C/c2ccc([N+](=O)[O-])cc2)n1 | -1 | nt | -10 | nt | nt | -1 | 9 | -8
33 | CCOC(=O)c1cccc(NC(=O)/C=C/c2cccc([N+](=O)[O-])c2)c1 | 3 | nt | nt | nt | 14 | 1 | -2 | 3
35 | Cc1cc(OC(=O)c2ccc(C(F)(F)F)cc2)c([N+](=O)[O-])c(=O)[nH]1 | -2 | 0 | -7 | 4 | 0 | 4 | 15 | -6

Next structures.
No. | mol | FN deposition inh | EWS-Fli block | PAX8 inh HTS | CASP6 VEID inh | Cneo AK release | PGC1a acetyl inh | LGR2 antag | miR-122 sensor
41 | CC(C)(C)C(=O)C(Cl)C(=O)Nc1ccccc1 (configuration not stated) | -10 | 0 | -12 | 0 | nt | nt | 2 | nt
42 | O=C(NCc1ccccc1)c1cc(=O)nc2sc(-c3ccccc3)nn12 | -2 | nt | nt | nt | 2 | 15 | nt | 5
43 | Cc1cc(NC(=O)c2cccc(Br)c2)n[nH]1 | 1 | -83 | -102 | -5 | -6 | nt | -91 | nt
44 | NS(=O)(=O)c1ccc(CCNS(=O)(=O)Cc2ccc(Cl)cc2)cc1 | 0 | -10 | 5 | -1 | 0 | nt | 7 | nt
45 | CC1(C(=O)NS(=O)(=O)c2ccccc2Cl)CCN1C(=O)c1cccc(F)c1 (configuration not stated) | -3 | 5 | 1 | 0 | 4 | 3 | 8 | -1
46 | COC(=O)c1c(SCC(=O)Nc2ccc(C)c(C)c2)nc(=O)[nH]c1C | -2 | -23 | 3 | -1 | 1 | -7 | -10 | 0
47 | Cc1cccc(C(=O)NCCNC(=O)c2cccc(C)c2)c1 | 1 | 5 | 2 | -1 | 0 | -17 | 0 | -8
48 | Cc1cccnc1Nc1nc(-c2ccc(F)cc2)cs1 | -1 | -50 | -62 | -2 | 1 | -2 | -39 | -2
49 | CCCNC(=O)N(C)C[C@H]1Oc2ncc(-c3ccncc3)cc2C(=O)N([C@H](C)CO)C[C@@H]1C | -1 | -6 | nt | -1 | -1 | 3 | -4 | 3[16.7 µM]
50 | C[C@@H]1CN([C@H](C)CO)C(=O)c2cc(C#CC3CCCC3)cnc2O[C@H]1CN(C)S(=O)(=O)c1cccc(F)c1 | -18 | -6 | 15 | -2 | 16 | 1 | -1 | -3[16.7 µM]
51 | COc1ccc(NC(=O)C2CCCN2S(=O)(=O)c2ccc(C)cc2)cc1 (configuration not stated) | 1 | nt | nt | nt | -1 | -1 | -1 | -5
52 | C[C@H](CO)N1C[C@H](C)[C@H](CN(C)C(=O)c2cccnc2)Oc2ncc(C#CCN(C)C)cc2C1=O | 11 | -6 | nt | -1 | 1 | 3 | 6 | 2[16.7 µM]
53 | CCc1ccc(NC(=O)Nc2ccc3c(c2)N(C)C(=O)CS3)cc1 | 0 | -3 | -9 | 1 | -3 | -20 | 4 | -1
